# Screens (PubChem)
# Dengue-2 NS5 capping = Dengue-2 NS5 methyltransferase inhibitors, primary screen, biochemical, confirmation dose response (AID 588689). Genome polyprotein (Dengue virus type 2 (strain 16681-PDK53)). Dengue-2 NS5 methyltransferase capping enzyme assay, biochemical; higher % means a stronger effect. one-dose inhibition, % at 25 µM; IC50 in µM for titrated hits. hit rate 0.3% among 340,000; in the data active = a potency from the dose series
# SV40 large T antigen = SV40 large T antigen inhibitors, biochemical (AID 1903). inhibition, % at 20 µM, or IC50 in µM where a hit was titrated. SV40 large T antigen ATPase/helicase inhibition assay; higher % means a stronger effect. hit rate 0.39% among 310,000; in the data active = a potency from the dose series; note: strong numbers were not always called active
# GPR55 LPI antagonism = GPR55 antagonists blocking LPI-driven arrestin recruitment, primary screen, imaging, U2OS, beta-arrestin-GFP, LPI agonist (AID 2013). G-protein coupled receptor 55 (Homo sapiens). U2OS GPR55 beta-arrestin-GFP translocation imaging, LPI antagonism; higher % means a stronger effect. one-dose inhibition, % at 10 µM; IC50 in µM for titrated hits. hit rate 0.13% among 290,000;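 active = spots per cell inhibited over 60%, with over 100 cells counted and total cytoplasm intensity under 500,000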;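 note: U2OS cells stably carrying GPR55 and arrestin-GFP stimulated by 5 µM LPI near EC80; imaged beta-arrestin-GFP aggregate spots per cell after agonist stimulation; plate controls were LPI-stimulated DMSO wells for no effect and DMSO wells without LPI for full effect; some results filed as inactive read as strong as hits; confirmed hits need IC50 under 10 µM and bright autofluorescent wells are also inconclusive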
# Rac1 GTP hydrolysis = MgcRacGAP GTPase-activating activity inhibitors, confirmation, biochemical, ADP Hunter fluorescence; AID 624330, 2012; one-dose inhibition, % at 30 µM; IC50 in µM for titrated hits; Rac GTPase-activating protein 1 (Homo sapiens); hit rate 0.6% among 340,000; MgcRacGAP-stimulated Rac1 GTP hydrolysis, ADP Hunter fluorescence; higher % means a stronger effect; GST-tagged Rac1 F28L mutant substrate;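 active = first-screen hits whose inhibition reached a set limit at any dose in the follow-up dose series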;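 note: fluorescence reports GDP produced by GAP-driven GTP hydrolysis; strong numbers were not always called active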
# Yfh1-off respiration = enhancers of respiration in Yfh1-depleted yeast, dose response, Friedreich's ataxia, plus single-dose screen (AID 1465); S. cerevisiae Yfh1-off respiration, WST-1 reduction, 72 h; higher fold induction means a stronger effect; one-dose fold induction at 50 µM; EC50 in µM for titrated hits; hit rate 0.074% among 220,000;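 active = fold induction of absorbance versus untreated yeast above a set limit, then at least 30% activation at any dose in follow-up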;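 note: activators that raise dye reduction in frataxin-depleted yeast; strong numbers were not always called active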
# NTR1 agonist = agonists of NTR1, primary screen, imaging, U2OS cells, beta-arrestin-GFP, high content (AID 493036). Neurotensin receptor type 1 (Homo sapiens), P30989. NTR1-U2OS beta-arrestin-GFP spot imaging, agonist mode. activation, % at 20 µM. hit rate 0.17% among 330,000;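 active = activation at or above 40% of the spot to cytoplasm intensity ratio, with at least 20 cells analyzed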;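 note: 0% = DMSO without peptide and 100% = 100 nM NTR1 peptide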
# Target sequence (P30989 whole entry, looked up): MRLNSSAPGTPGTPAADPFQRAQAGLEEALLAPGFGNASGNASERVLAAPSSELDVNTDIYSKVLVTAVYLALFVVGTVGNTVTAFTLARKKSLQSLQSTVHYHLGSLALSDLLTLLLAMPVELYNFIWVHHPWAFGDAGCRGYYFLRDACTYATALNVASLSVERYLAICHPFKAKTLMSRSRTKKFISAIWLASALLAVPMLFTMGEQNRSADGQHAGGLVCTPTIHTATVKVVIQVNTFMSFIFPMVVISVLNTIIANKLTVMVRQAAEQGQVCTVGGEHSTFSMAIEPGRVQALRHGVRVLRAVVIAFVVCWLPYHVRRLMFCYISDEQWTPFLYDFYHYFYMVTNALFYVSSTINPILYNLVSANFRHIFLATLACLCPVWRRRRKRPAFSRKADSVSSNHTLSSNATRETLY
# AID2073 = inhibitors of Mint1-CaV2.2 protein interaction, biochemical, HTRF (AID 2073); Voltage-dependent N-type calcium channel subunit alpha-1B (Homo sapiens); HTRF protein-protein interaction, Mint1-CaV2.2; higher % means a stronger effect; inhibition, % at 20 µM, or IC50 in µM where a hit was titrated; hit rate 0.19% among 290,000; in the data active = inhibition mostly above about 51%, no sharp cut-off; note: some results filed as inactive read as strong as hits
# GPR35 antagonists = GPR35 antagonists blocking zaprinast-driven arrestin recruitment, primary screen, imaging, U2OS, beta-arrestin-GFP, zaprinast agonist (AID 2058). G-protein coupled receptor 35 (Homo sapiens). U2OS GPR35 beta-arrestin-GFP translocation imaging, zaprinast antagonism; higher % means a stronger effect. inhibition, % at 10 µM, or IC50 in µM where a hit was titrated. hit rate 0.052% among 290,000;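 active = inhibition of at least 50% with at least 30 cells and total cytoplasm GFP at most 10,000,000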
# GPR55 beta-arrestin = GPR55 agonists via beta-arrestin recruitment, primary screen, imaging, U2OS cells, beta-arrestin-GFP redistribution (AID 1961); G-protein coupled receptor 55 (Homo sapiens); U2OS GPR55 beta-arrestin-GFP redistribution imaging; higher % means a stronger effect; activation, % at 10 µM, or EC50 in µM where a hit was titrated; hit rate 0.048% among 290,000;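 active = activation above 40% with more than 50 cells counted in the well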;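 note: U2OS osteosarcoma cells stably expressing GPR55 and beta-arrestin-GFP; plate controls were DMSO negative control for no effect and LPI positive control for full effect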
# NTR1 agonist cell count 20 µM = further read-out of NTR1 agonist, marked with its call; cell count; measured here: cell count, cytotoxicity flag
# Dengue-2 NS5 capping pilot replicate = also measured in Dengue-2 NS5 capping; calls as there; inhibition, %; measured here: pilot screen replicate inhibition
# * hit, by the source's call; i = inactive; / = no result given.
SMILES,Dengue-2 NS5 capping,SV40 large T antigen,GPR55 LPI antagonism,Rac1 GTP hydrolysis,Yfh1-off respiration,NTR1 agonist,NTR1 agonist cell count 20 µM,AID2073,GPR35 antagonists,GPR55 beta-arrestin,others
O=C(CCN1C(=O)C2C3CC(C(Br)C3Br)C2C1=O)OCC(=O)c1ccccc1 (stereo unspecified),-3%,5%,-2%,7%,i,2.2,42,-2%,10%,-0.2%,
CN1CCc2c(sc3c2C(=O)NC(/C=C\c2ccccc2)N3)C1 (stereo unspecified),/,17%,16%,/,/,-0.9,48,-25%,-7%,0.6%,
Cc1cccc(C)c1OCCCCCNCCO,-6%,9%,11%,1%,i,-0.3,49,4%,8%,-0.2%,
CN=C(c1ccc(C)cc1)n1c(=S)nc(-c2ccc(C)cc2)n(C)c1=S,-6%,13%,-3%,7%,i,3.1,50,12%,-6%,0.3%,
Cc1cc(C(C)(C)C)oc1C(=O)O,-7%,23%,8%,-2%,i,-0.3,38,9%,-1%,-0.1%,
CCN(CC)C(=O)c1ccc(Nc2nnc(-c3ccc(O)cc3)c3ccccc23)cc1,2%,20%,7%,2%,/,3.3,71,14%,1%,-0.1%,
Cc1cccc(OCC(=O)NCCNC(=O)c2ccco2)c1,-6%,4%,15%,5%,/,-1.7,60,-17%,-12%,0.2%,
O=C(c1ccccc1)N(Cc1cccc(Br)c1)C1CCS(=O)(=O)C1 (stereo unspecified),3%,-2%,9%,-2%,/,-0.5,62,10%,16%,-0.1%,
CC(=O)Nc1cccc(C(=O)N/N=C/c2cccnc2)c1,-13%,17%,22%,5%,i,-0.5,61,1%,-7%,0.1%,
COc1ccc(C(=O)N/N=C\c2coc3ccc(C)cc3c2=O)cc1,-11%,10%,4%,4%,/,2.6,60,14%,5%,0.3%,
Cn1c(=O)c2c(ncn2CC(COCc2ccc(Cl)cc2)OCc2ccc(Cl)cc2)n(C)c1=O (stereo unspecified),6%,-1%,-2%,12%,i,3.6,36,0%,-7%,-0.2%,
COc1cccc(NC(=O)NC2CCN(Cc3nnnn3Cc3ccc4c(c3)OCO4)CC2)c1,-15%,15%,-5%,4%,i,1.1,66,3%,-13%,0.0%,
COc1cccc(-c2nc(CS(=O)CC(=O)NC3CCCC3)c(C)o2)c1 (stereo unspecified),-3%,1%,8%,3%,i,3.6,53,-2%,8%,-0.1%,
O=C(c1cc2ccccc2oc1=O)N(Cc1ccco1)CC1CCCO1 (stereo unspecified),6%,-1%,-9%,0%,i,0.3,79,-5%,-2%,-0.2%,
Cn1cc(SCC(=O)NCCc2ccccc2)c2ccccc21,0%,3%,-7%,8%,i,1.6,31,-9%,8%,0.2%,
O=C(O)c1ccccc1C(=O)NNC(=O)C(c1ccccc1)c1ccccc1,-3%,9%,10%,9%,/,0.0,55,5%,6%,-0.1%,
O=C(c1cc2ccccc2oc1=O)N1CCN(c2ncccn2)CC1,-9%,18%,4%,6%,i,1.4,74,9%,6%,0.2%,
COc1ccc2cc(C3(C)NC(=O)NC3=O)ccc2c1 (stereo unspecified),-1%,10%,2%,2%,i,2.7,41,1%,18%,-0.3%,
O=S(=O)(c1ccc(Cl)c(C(F)(F)F)c1)N1CCN(CC(O)COCC2CCCO2)CC1 (stereo unspecified),2%,9%,12%,13%,i,-2.6,76,12%,-5%,0.2%,
O=C(CCCc1ccccc1)NCc1ccccc1Cl,1%,6%,4%,6%,/,0.6,66,-3%,-5%,-0.2%,Dengue-2 NS5 capping pilot replicate=1.5

# An excerpt from above in order of heavy-atom count, falling.
SMILES,Dengue-2 NS5 capping,SV40 large T antigen,GPR55 LPI antagonism,Rac1 GTP hydrolysis,Yfh1-off respiration,NTR1 agonist,NTR1 agonist cell count 20 µM,AID2073,GPR35 antagonists,GPR55 beta-arrestin,others
O=C(CCN1C(=O)C2C3CC(C(Br)C3Br)C2C1=O)OCC(=O)c1ccccc1 (stereo unspecified),-3%,5%,-2%,7%,i,2.2,42,-2%,10%,-0.2%,
O=C(c1cc2ccccc2oc1=O)N(Cc1ccco1)CC1CCCO1 (stereo unspecified),6%,-1%,-9%,0%,i,0.3,79,-5%,-2%,-0.2%,
Cc1cccc(OCC(=O)NCCNC(=O)c2ccco2)c1,-6%,4%,15%,5%,/,-1.7,60,-17%,-12%,0.2%,

# (next part)
SMILES,Dengue-2 NS5 capping,SV40 large T antigen,GPR55 LPI antagonism,Rac1 GTP hydrolysis,Yfh1-off respiration,NTR1 agonist,NTR1 agonist cell count 20 µM,AID2073,GPR35 antagonists,GPR55 beta-arrestin,others
Cc1ccc(C)c(NC(=O)c2cc(-c3cccnc3)nc3ccccc23)c1,-11%,6%,3%,10%,i,0.3,45,1%,5%,-0.3%,
CC(C)(C)NC(=O)CSc1nnc(-c2ccccn2)n1Cc1ccccc1,-7%,11%,0%,7%,i,4.4,57,11%,-1%,-1.9%,
O=C(Nc1cccc(O)c1)c1cnn2cccnc12,0%,23%,2%,5%,i,-0.4,49,-6%,17%,0.3%,
Cc1snc(SCc2ccc(F)cc2)c1C#N,-12%,11%,5%,/,/,-1.6,114,-16%,4%,0.3%,
CC(C)(C)NC(=O)CN(C(=O)CNC(=O)c1cccs1)c1ccc2c(c1)OCCO2,1%,9%,4%,2%,i,1.0,43,8%,5%,-0.4%,
O=C(O)CCC(=O)Nc1ccc(Br)cc1C(=O)c1ccc(Cl)cc1,4%,13%,1%,11%,i,2.2,63,5%,-3%,-0.1%,
CCOC(=O)N1CCN(C(=O)CNC(=O)c2ccc(Cl)cc2)CC1,1%,1%,-26%,10%,/,-0.3,57,14%,-1%,0.0%,
Cc1ccccc1NS(=O)(=O)c1ccc(C(=O)N2CC(C)OC(C)C2)cc1 (stereo unspecified),-6%,1%,/,4%,/,-0.4,40,/,/,/,
O=C(COC(=O)c1cc2ccccc2oc1=O)Nc1cccc(S(=O)(=O)N2CCCCCC2)c1,-4%,1%,-6%,3%,i,-0.4,54,5%,-11%,0.9%,
CCOC(=O)c1c(C)[nH]c(C)c1C(=O)CSc1nc(N)cc(=O)[nH]1,-7%,5%,5%,9%,i,0.7,83,-10%,-8%,-0.1%,
Cc1cc(C(=O)OCC(=O)NC2CCCCC2)c(C)o1,0%,3%,-5%,6%,i,-0.7,67,-4%,-2%,-0.2%,
COc1ccc(C(c2nnnn2C2CCCC2)N2CCC(C(N)=O)CC2)c(OC)c1 (stereo unspecified),/,6%,7%,4%,i,/,/,-6%,13%,0.1%,
Cc1cnc(NC(=O)c2ccc3c(c2)C(=O)N(Cc2ccco2)C3=O)s1,5%,6%,-1%,15%,i,3.1,48,5%,-5%,0.2%,
C=CCc1cc(OC)ccc1OCCOCCC(C(=O)OCC)C(=O)OCC,-6%,12%,11%,9%,i,1.6,43,1%,1%,-0.1%,
O=C1C(Cl)=C(N2CCCCCC2)C(=O)N1c1ccc(Cl)cc1,3%,12%,0%,10%,/,3.7,62,5%,-3%,-0.2%,
Cc1onc(-c2ccccc2)c1C(=O)N1CCN(Cc2ccccc2)CC1,3%,16%,11%,1%,/,0.5,53,8%,1%,-0.1%,
CCOC(=O)c1sc2nc(CN3CCN(c4cccc(C(F)(F)F)c4)CC3)[nH]c(=O)c2c1C,-11%,2%,4%,5%,i,7.2,90,5%,-2%,-0.2%,
COc1ccc(-n2c(SCC(=O)NCC3CCCO3)nc3c(c2=O)SCC3)cc1 (stereo unspecified),3%,13%,6%,4%,/,0.4,52,9%,5%,0.0%,
O=C(c1ccccc1F)N1CCN(c2ccccc2F)CC1,0%,4%,-1%,5%,i,1.3,77,25%,6%,-0.2%,
CSc1ncccc1C(=O)NCC12CC3CC(CC(C3)C1)C2,-1%,2%,5%,5%,i,0.1,91,-13%,-10%,-0.1%,
c1ccc(CN=C2Nc3ccccc3CS2)nc1,7%,14%,2%,2%,i,1.4,22,5%,8%,0.5%,
Cc1ccc(CCNC(=O)CCS(=O)(=O)Cc2ccc(C)cc2)cc1,-7%,5%,-2%,7%,/,-1.3,81,0%,-1%,-0.3%,
CC(=O)Nc1cc(C(=O)OC(C(=O)c2ccccc2)c2ccccc2)ccc1C (stereo unspecified),-2%,-1%,17%,1%,/,2.7,101,8%,9%,-0.1%,
COc1ccc(CC(=O)NCc2ccccc2)cc1S(=O)(=O)N1CCOCC1,-1%,5%,0%,3%,i,0.9,87,-7%,-10%,0.1%,
CN1CCN(C=NC2=NN(c3cccc(C(F)(F)F)c3)CC2)CC1,-1%,19%,4%,34µM*,i,-0.1,60,-22%,1%,0.6%,
O=[N+]([O-])c1ccc(O)c(/C=N/n2cnc3ccccc32)c1,2%,2%,8%,-1%,i,5.3,75,10%,10%,-0.2%,
CCCCNc1c(-c2cccc(SC3CCCCC3)c2)nc2ccc(Cl)cn12,-6%,7%,/,7%,/,-2.6,91,/,/,/,
CCOc1ccccc1-c1nc(-c2ccc(NC(=O)c3ccc(Br)o3)cc2)no1,/,1%,7%,/,i,3.2,48,14%,-6%,0.1%,
COc1ccc(CNC(=O)C2CCCN(C(=O)Nc3ccc(OC)cc3)C2)cc1 (stereo unspecified),-14%,2%,-10%,2%,/,-1.0,50,-4%,18%,0.2%,
CC(C)(Oc1ccc(Cl)cc1)C(=O)NC1CC1,2%,8%,/,8%,/,-0.5,71,/,/,/,
OCC1(Cc2ccc(Cl)cc2)CCN(Cc2ccccc2F)CC1,6%,5%,-2%,4%,i,3.5,57,-3%,-17%,0.2%,
O=[N+]([O-])c1ccccc1N/N=C/c1ccc2c(c1)OCO2,3%,8%,7%,6%,i,-0.3,77,21%,-14%,0.2%,
CC(C)[C@H](NC(=O)N1CCn2c1nc1ccccc12)C(=O)NCc1ccc(F)cc1,0%,5%,4%,3%,/,-1.4,64,12%,14%,1.1%,
CCOC(=O)Nc1nnc(/C=C/c2ccc(OC)cc2)s1,-4%,26%,9%,-2%,i,-0.7,46,11%,-5%,-0.2%,
C=CCn1c(SCCN2CCCCC2)nc2c1c(=O)[nH]c(=O)n2C,3%,10%,-2%,13%,i,-0.9,81,-6%,7%,-0.1%,
CCN(CC)S(=O)(=O)c1ccc(N2CCCC2)c(NC(=O)c2ccc(N3CCCC3=O)cc2)c1,-3%,0%,/,3%,/,0.3,55,/,/,/,
O=C(CNS(=O)(=O)c1ccc(F)c(Cl)c1)NCCc1ccccc1,-4%,9%,6%,5%,/,-0.3,57,3%,-16%,-0.3%,Dengue-2 NS5 capping pilot replicate=-5.8
Cn1nc(-c2ccc(Cl)cc2)c2cc(C(=O)NC3CC3)sc21,0%,5%,15%,1%,i,-2.9,51,3%,-3%,-0.1%,
